Anesthetic bind: candidate novel general anesthetic via apoferritin binding; apoferritin/1-aminoanthracene competitive binding, fluorescence; Potency, µM (series often up to 77.5 µM), for inactives: at the highest dose activity change, negative = displacement, hits mostly inhibitors; hit rate 0.074% among 350,000; AID 485281; note: potency is the fitted concentration of half-maximal effect; % is set by controls: 0 for no effect and ±100 for the full control effect; nearly all actives have a fitted effect of over 20% in size
Target sequence (P02791 2-175 limits assumed): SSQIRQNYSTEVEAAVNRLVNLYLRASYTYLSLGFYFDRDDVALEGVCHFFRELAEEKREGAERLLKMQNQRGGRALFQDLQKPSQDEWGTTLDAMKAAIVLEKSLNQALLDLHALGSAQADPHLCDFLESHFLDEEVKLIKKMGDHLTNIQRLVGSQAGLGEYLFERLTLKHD
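Concentration-response curves derived by four-parameter Hill fitting of normalized fluorescence, where compounds displaced 1-AMA from 10 uM horse apoferritin following a brief 10 min room-temperature incubation; propofol titration acted as positive control.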
RXFP1 antagonist: RXFP1 (human) relaxin receptor antagonism | Q9HBX9 | HEK293-RXFP1, relaxin-stimulated cAMP HTRF, 30 min; hits give low values | activity change, negative = inhibition, % at 57.5 µM | hit rate 0.59% among 350,000;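 active = activity change of -60% or lower, but not beyond a set lower limit; inconclusive = change between -60% and -40%, or beyond the set limit; inactive = change above -40%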; note: % is set by controls: 0 for no effect and ±100 for the full control effect
D1 antag: human D1 dopamine receptor antagonism; activity change, negative = inhibition, % at 10 µM; hit rate 3.2% among 360,000; AID 504652; HEK293 TREx D1 cells, calcium flux, dopamine EC80; hits give low values; in the data active = activity change below about -30%; note: % is set by controls: 0 for no effect and ±100 for the full control effect
Target sequence (P21728 whole entry, looked up): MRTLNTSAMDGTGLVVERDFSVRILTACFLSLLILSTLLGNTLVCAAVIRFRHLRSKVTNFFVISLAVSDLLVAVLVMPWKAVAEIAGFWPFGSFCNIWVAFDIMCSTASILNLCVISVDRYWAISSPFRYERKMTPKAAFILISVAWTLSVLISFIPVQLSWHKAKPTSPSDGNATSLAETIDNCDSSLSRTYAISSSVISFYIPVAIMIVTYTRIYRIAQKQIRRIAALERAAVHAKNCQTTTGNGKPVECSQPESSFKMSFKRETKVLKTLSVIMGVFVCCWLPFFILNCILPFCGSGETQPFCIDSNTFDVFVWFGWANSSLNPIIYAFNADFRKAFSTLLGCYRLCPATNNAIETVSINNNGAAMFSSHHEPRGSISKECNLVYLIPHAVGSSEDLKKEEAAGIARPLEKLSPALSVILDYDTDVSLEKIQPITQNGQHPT
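Using tetracycline-induced force-coupled D1 Hek293 cells and a calcium dye, signals were followed for 180 s after compound, then for 180 s after EC80 dopamine, to detect inhibitors.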
D1 PAM: human D1 dopamine receptor positive modulation. potentiation, % at 10 µM. HEK293 TREx D1 cells, calcium flux, dopamine EC20 potentiation. hit rate 0.036% among 360,000. AID 504651; in the data active = potentiation above about 30%; note: 0% is about no effect
D2 potentiator: positively modulates the human D2 dopamine receptor allosterically; P14416; potentiation, % at 10 µM; hit rate 0.34% among 340,000; HEK293 T-REx D2, calcium flux, EC20 dopamine potentiation;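 active = potentiation over 3 SD above the plate norm, cut at about 30% in these data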; note: 0% is about no effect
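Tetracycline-induced Hek293 Trex D2 cells, force-coupled to calcium, loaded with no-wash calcium dye. Compound added with 180 s kinetic read for agonism, then EC20 dopamine and a further 180 s read for potentiation.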
TRHR agonist: TRH receptor (human) agonism; hit rate 0.18% among 360,000; TRHR cells, calcium flux fluo-8, FDSS agonist mode; P34981; AID 493084; activation, % at 2 µM; in the data active = activation above about 30%; note: 0% is about no effect
Target sequence (P34981 whole entry, looked up): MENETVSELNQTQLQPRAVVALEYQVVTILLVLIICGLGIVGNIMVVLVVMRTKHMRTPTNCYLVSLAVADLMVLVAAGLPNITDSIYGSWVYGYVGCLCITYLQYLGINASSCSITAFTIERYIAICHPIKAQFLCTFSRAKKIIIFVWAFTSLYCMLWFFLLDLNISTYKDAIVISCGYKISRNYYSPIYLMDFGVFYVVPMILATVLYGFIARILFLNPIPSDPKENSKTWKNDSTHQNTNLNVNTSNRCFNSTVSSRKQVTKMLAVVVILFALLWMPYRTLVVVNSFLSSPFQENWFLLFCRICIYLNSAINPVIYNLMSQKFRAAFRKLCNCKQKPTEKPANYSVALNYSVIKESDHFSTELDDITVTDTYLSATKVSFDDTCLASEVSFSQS
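Steps: seed TRHR cells overnight; add fluo-8 no-wash Ca dye, RT 30 min–1.5 h; record 10 s baseline; pin-transfer compounds; monitor fluorescence 1 cycle/s for the agonist window. Calcium increases flag candidate agonists.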
D1 ag: human D1 receptor agonism. P21728. HEK293 T-REx D1 cells, calcium flux, agonist mode. activation, % at 2 µM. hit rate 1% among 360,000; in the data active = activation above about 30%; note: 0% is about no effect
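Inducible HEK293 T-REx D1 cells, force-coupled to calcium signalling, were plated at 4000 cells/well with tetracycline and held overnight at 30 C. After no-wash calcium dye loading, compound-evoked calcium rise over 180 s flagged agonists.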
RXFP1 agonist: RXFP1 (human) receptor agonism | HEK293T-RXFP1 cAMP TR-FRET, 30 min; response scale: percent of porcine relaxin response, buffer zero | Potency, µM (series often up to 57.5 µM), for the others: at the top dose activation, actives largely listed as activators | hit rate 0.3% among 370,000 | AID 2676; note: potency is the fitted concentration of half-maximal effect; % is set by controls: 0 for no effect and ±100 for the full control effect; nearly all actives have a fitted effect of over 60% in size; many of its hits are not listed in these tables
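HEK293 cells stably expressing RXFP1, treated 30 min at 37C with compounds plus PDE4 inhibitor Ro 20174; cAMP measured by HTRF TR-FRET. Normalized to buffer and 29 nM porcine relaxin; EC50 by Hill fit.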
TRHR PAM: allosterically enhances the human TRH receptor | P34981 | TRHR cells, fluo-8 calcium fluorescence, EC20 TRH enhancement | enhancement, % at 2 µM | hit rate 0.66% among 360,000; in the data active = enhancement above about 30%; note: 0% is about no effect
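Enhancer read-out: after compound pinning and an initial kinetic agonist-mode read, an EC20 of TRH (10 nM final) was injected and fluo-8 calcium signal (Ex 480/Em 530) followed at 1 s/cycle for 100 cycles in TRHR-expressing cells.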
Numbers without * were called inactive; ? = inconclusive; · = no result given; & = joins results of further samples; [ ] = remark or other dose. Unless noted, calls come from the whole dose curve; as a rule, active = well fitted curve in the direction sought with a large enough effect; inconclusive = small, poorly fitted or top-dose-only effect, or another doubt; inactive = no such curve, though single readings can be large; an effect the other way counts as inactive or inconclusive. A portion of the library; rates above refer to the full screens.

SMILES	Anesthetic bind	RXFP1 antagonist	D1 antag	D1 PAM	D2 potentiator	TRHR agonist	D1 ag	RXFP1 agonist	TRHR PAM
C#CCOCCOCCOCCNc1nc(N2CCN(C(=O)[C@H](CCC(=O)O)n3cc(C(N)CO)nn3)CC2)nc(N2CCN(C(=O)[C@H](CCC(=O)O)n3cc(C(N)[C@H](C)CC)nn3)CC2)n1 (some centres undefined)	2%	·	16	-2	9	-0.2	0	-1.5%	3
CN(C)C(=O)c1ccccc1Sc1cc(Cl)ccc1Cl	?	7	-14	-3	5	-1.0	0	-0.8%	-4
CCc1ccccc1N(C(C)=O)c1nc(CCl)cs1	-18%	-5	-8	-1	3	0.0	0	-0.7%	-2
O=C(OCC(=O)N1CCOCC1)c1ccc(Br)cc1	-1%	-2	-3	2	15	-0.1	1	1.2%	1
Cc1oc2c(C)c(O)ccc2c(=O)c1N1C(=O)c2ccccc2C1=O	0%	-7	-8	-4	0	0.6	2	2.1%	0
Cc1cc2oc(=O)cc(CN3CCN(Cc4ccc5c(c4)OCO5)CC3)c2cc1C	-2%	2	-9	2	-16	-0.1	0	0.3%	0
O=C(COc1ccc(Cl)cc1)NCc1ccncc1	-4%	-8	5	1	-11	-0.2	1	1.4%	13
CC1CN(S(=O)(=O)c2cc(C(=O)N(CCc3ccccc3)Cc3ccccc3)ccc2Cl)CC(C)O1 (centres undefined)	·	-24	-4	-3	-12	-0.9	7	2.7%	5
O=C(Cc1n[nH]c(=O)c2ccccc12)N1CCN(c2ccc(F)cc2)CC1	-11%	-7	-16	-12	·	0.0	2	2.9%	-5
CC(C)CN(C(=O)Cn1nnc(-c2ccc(F)cc2)n1)C1CCS(=O)(=O)C1 (centres undefined)	·	6	0	-3	-6	-0.2	2	0.7%	2
Cc1c(NC(=O)c2cc(C3CC3)on2)c(=O)n(-c2ccccc2)n1C	-6%	·	-1	·	-9	0.9	3	0.4%	-5
COC(=O)[C@H](CCSC)NC(=O)Nc1ccc(C)cc1	-15%	5	-9	0	3	-1.1	2	1.2%	-1
Cc1nnc(SCC(=O)N2CC(=O)Nc3ccccc32)n1-c1ccccc1	-8%	10	-5	-1	3	1.8	3	0.0%	1
Cc1cc(CN2CCN(CC(=O)Nc3cc(Cl)ccc3-n3cncn3)CC2)no1	·	-2	9	-5	-22	-0.5	1	-0.8%	-1
COc1ccc(S(=O)(=O)NC2(C(F)(F)F)NC(=O)N(CCc3ccccc3)C2=O)cc1 (centres undefined)	-3%&3%	3	-4&1	-8&4	11&10	0.4&-0.7	3&1	2.1%&-1.2%	-1&-1
CC(NC(=O)c1ccc2c(c1)OCO2)C(c1cccs1)N1CCOCC1 (centres undefined)	-11%	3	-1	-4	12	-0.1	1	-1.1%	-3
COc1ccc(Br)cc1/C=N/NC(=O)CN1CCCCC1	-2%	-1	12	4	0	0.1	1	0.0%	9
COCCC(=O)Nc1ccc2c(c1)CN(C(=O)c1ccc(CSC)o1)CC2	-10%	9	6	2	1	0.2	5	1.2%	9
CN(C)S(=O)(=O)c1ccc(C(=O)NCc2nnc(SCC(=O)NCc3ccco3)o2)cc1	-5%	-7	-12	5	-8	0.6	3	1.8%	1
O=C(NC1CCCCCC1)c1ccc(CS(=O)Cc2cccc(Cl)c2)o1 (centres undefined)	-22%	2	37	-1	-2	-0.5	1	3.0%	-6
CC(=O)Oc1cccc(C(=O)Nc2ccc3c(c2)C(=O)N(CC2CCCO2)C3=O)c1 (centres undefined)	2%	0	2	-3	10	-0.1	2	-0.8%	13
Cc1ccc(-n2nc3c(c2NC(=O)c2ccc(OC(C)C)cc2)CS(=O)C3)cc1 (centres undefined)	-10%	1	-2	-6	1	-0.5	2	0.6%	0
CC(C)(C)OC(=O)N1CCC(c2c(C(=O)N3CCN(C(=O)c4ccco4)CC3)cnn2-c2ccc(F)cc2F)CC1	-5%&4%	8&-17	-9&5	-7&8	-10&4	-0.2&-1.0	0&1	2.5%&-0.5%	1&-7
COc1ccc(-n2c(-c3ccc(Br)cc3)nc(=S)c3c2CCCC3)cc1	6%	-8	-12	-3	2	-0.4	3	0.3%	9
CC1C(=O)OC(c2ccc(Br)cc2)C(C)(C)C1=O (centres undefined)	-6%	3	-7	-1	-8	0.4	5	3.5%	-3

More compounds
SMILES	Anesthetic bind	RXFP1 antagonist	D1 antag	D1 PAM	D2 potentiator	TRHR agonist	D1 ag	RXFP1 agonist	TRHR PAM
CCOc1ccccc1N1CCN(Cc2ccco2)CC1	-15%	1	13	-2	-1	-1.3	5	1.7%	-3
COc1ccc(S(=O)(=O)N2CCCCCC2)cc1Br	-21%	4	-29	-5	2	-0.6	0	-0.2%	0
CCCCC(=O)Nc1ccc2nc(SCC(=O)N3CCCC3)sc2c1	-2%	-19	-14	-1	1	-0.3	-1	2.4%	-9
CCN(CC)c1nc(N)c([N+](=O)[O-])c(NCCO)n1	-17%	·	9	4	20	-0.8	-1	4.3%	4
Cc1cccc(C)c1NC(=O)C1(N(Cc2ccco2)C(=O)c2ccccn2)CCCC1	-15%	-6	12	0	-14	0.2	1	0.9%	-11
O=C(CC1Sc2ccccc2NC1=O)NCc1ccc(Cl)cc1 (centres undefined)	-6%	-4	-7	-5	10	-0.2	4	0.8%	-1
Cc1cc(C)c(OCC(=O)N(Cc2cccc(F)c2)Cc2ccco2)c(C)c1	109%[activator]	-102*	-3	-1	-5	3.5	16	0.8%	4
O=C(O)CC1(O)C(=O)N(Cc2ccccc2)c2ccccc21 (centres undefined)	-2%	-20	-20	-5	-9	0.6	1	0.2%	-5
O=C(/C=C/NCc1cccnc1)c1ccc(-c2ccccc2)cc1	?	-7	-21	0	-4	0.3	4	3.4%	-5
CC1=NNC(=O)C1Cc1ccccc1C (centres undefined)	10%	-3	2	-1	-15	0.2	6	2.6%	4
CCCCn1c(N)c(N(C(=O)CSc2nnc(C)n2-c2ccccc2)C2CCCC2)c(=O)[nH]c1=O	·	0	3	·	7	-0.2	6	-0.3%	0
CCC(C)n1cnc2c(c1=O)c1nc3ccccc3nc1n2Cc1ccc(OC)cc1 (centres undefined)	?	-2	-3	-3	-2	1.9	1	6.5%	-6
Cc1ccc(-n2ncc3c(SCC(=O)NNC(=O)C(C)C)ncnc32)cc1	-1%	-5	-54*	-5	19	0.5	2	0.2%	3
COc1ccc(NC(=O)C(=O)NCCC2CCCCN2S(=O)(=O)c2ccccc2)cc1 (centres undefined)	·	-8	4	10	-1	0.4	-1	-0.6%	-8
COc1ccccc1N(C)S(=O)(=O)c1ccc(C)c(C(=O)Nc2nccs2)c1	·	-23	-7	-9	12	0.7	1	-1.5%	-4
CCOC(=O)c1c(NC(=O)c2c(Br)cnn2C)c(C#N)nn1-c1ccccc1	-20%	-6	0	-2	19	0.0	7	-4.1%	9
CC(C)c1ccc(/C=C/C(=O)NC(=S)Nc2ccc(CN3CCOCC3)cc2)cc1	?	-7	-18	-5	-17	0.3	1	0.7%	-1
Cc1ccc(Cl)cc1N(C)C(=O)c1noc2c1CCCCC2	8%	9	-9	2	4	-0.6	0	-2.6%	8
CCC(=O)N(c1nnc(SCC(=O)NN2C(=O)NC3(CCC(C)CC3)C2=O)s1)C1CC1 (centres undefined)	·	-7	-2	-3	-9	0.0	1	-0.3%	1
Cc1ccc(/C=N/NC(=O)CSc2nnc(-c3ccc(Cl)cc3)n2-c2ccc(Cl)cc2)o1	-7%	6	6	2	0	0.1	1	2.9%	-1
COCCNC(=O)CSc1nc2ccc(N3CCOCC3)cc2c(=O)n1CCc1ccccc1	6%	-1	-7	6	·	0.2	0	-0.1%	3
CSCCC(NC(=O)c1ccccc1Cl)C(=O)NNC(=O)c1csc(N2CCOCC2)n1 (centres undefined)	·	0	-3	-3	-4	-0.1	2	-0.7%	-6
O=C(CN1CCN(S(=O)(=O)c2ccccc2)CC1)Nc1ccc([N+](=O)[O-])cc1	-3%	-2	-18	1	-9	0.3	11	0.0%	-8
N#Cc1ccccc1OCC(=O)OCC(=O)NC1CCCCC1	·	-4	-14	10	1	0.2	1	1.0%	-2
CCc1c(C#N)c(N)nc(SCC(=O)OCc2ccccc2)c1C#N	-15%	6	-17	-8	3	-0.7	2	1.1%	4
COC(=O)Cn1c(=O)c2c(n(Cc3ccccc3)c1=O)N/C(=C/c1ccc(OC)cc1)C2=O	-16%	3	1	-6	-8	2.0	6	6.7%	0

An excerpt from further up:
SMILES	Anesthetic bind	RXFP1 antagonist	D1 antag	D1 PAM	D2 potentiator	TRHR agonist	D1 ag	RXFP1 agonist	TRHR PAM
CCOc1ccccc1N1CCN(Cc2ccco2)CC1	-15%	1	13	-2	-1	-1.3	5	1.7%	-3
COc1ccc(S(=O)(=O)N2CCCCCC2)cc1Br	-21%	4	-29	-5	2	-0.6	0	-0.2%	0
CCCCC(=O)Nc1ccc2nc(SCC(=O)N3CCCC3)sc2c1	-2%	-19	-14	-1	1	-0.3	-1	2.4%	-9
CCN(CC)c1nc(N)c([N+](=O)[O-])c(NCCO)n1	-17%	·	9	4	20	-0.8	-1	4.3%	4
Cc1cccc(C)c1NC(=O)C1(N(Cc2ccco2)C(=O)c2ccccn2)CCCC1	-15%	-6	12	0	-14	0.2	1	0.9%	-11
O=C(CC1Sc2ccccc2NC1=O)NCc1ccc(Cl)cc1 (centres undefined)	-6%	-4	-7	-5	10	-0.2	4	0.8%	-1
Cc1cc(C)c(OCC(=O)N(Cc2cccc(F)c2)Cc2ccco2)c(C)c1	109%[activator]	-102*	-3	-1	-5	3.5	16	0.8%	4
O=C(O)CC1(O)C(=O)N(Cc2ccccc2)c2ccccc21 (centres undefined)	-2%	-20	-20	-5	-9	0.6	1	0.2%	-5
O=C(/C=C/NCc1cccnc1)c1ccc(-c2ccccc2)cc1	?	-7	-21	0	-4	0.3	4	3.4%	-5

Source: PubChem BioAssay
